ERK EGF inh – EGF-driven ERK pathway inhibition; Potency, µM (highest dose often 11.5 µM), inactives show at the top dose activity change, negative = inhibition, usual class: inhibitors; 130,000 tested, 0.41% active; HEK293-V1b, EGF-stimulated phospho-ERK AlphaScreen; active means well fitted inhibition curve with a large enough effect; inconclusive means small, poorly fitted or top-dose-only effect, or effect the other way;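 further: plate controls were stimulated vehicle wells for no effect and unstimulated vehicle basal for full effect; nearly all actives have a fitted effect of over 55% in size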
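Compounds are titrated over HEK293-V1b cells kept overnight in 1% FBS. After 30 min at 37C, EGF (25 nM final) triggers ERK phosphorylation for 5 min, measured by AlphaScreen in lysates.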
* hit, by the source's call; ? = inconclusive; [ ] = dose if it differs, or a comment. Potency means the concentration at half of the fitted maximal effect. Only part of the results is shown; count on the stated rates, not on these rows.

SMILES	ERK EGF inh
COc1ccc(C(=O)NCC(=O)OCc2ccc(Br)cc2)cc1	-9%
COCc1nc2ccccc2n1Cc1c(F)cccc1Cl	-3%
O=C1ON=C(c2ccccc2)/C1=C/c1ccc(OS(=O)(=O)c2ccccc2)cc1	5%
O=C(OCC(=O)N1CCCC1=O)C1COc2ccccc2O1 (stereo not drawn)	-2%
CC(=O)OC(C(=O)NC1CCCCC1)c1ccncc1 (stereo not drawn)	8%
Cc1ccc(Nc2ccc(S(=O)(=O)N3CCOCC3)cc2[N+](=O)[O-])c(C)c1	?
COC(=O)CN1C(=O)Nc2ccc(Br)cc2C1c1ccccc1 (stereo not drawn)	-10%
C=C1C(=O)OC2CC1C(OC(C)=O)CC(C)=CCCC(C)=CCC[C@@]2(C)O (stereo partly drawn)	6%
COc1cccc(C(=O)C2CCCN(Cc3ccc(OC)c(Cn4cncn4)c3)C2)c1 (stereo not drawn)	-1%[57.5 µM]
COc1c2ccoc2c(OC[C@@H](O)C(C)(C)OC)c2oc(=O)ccc12	3%
Cc1ccc(NCC(=O)N/N=C/c2cccc(Br)c2)cc1	?
CCc1ccc(OC2=NS(=O)(=O)c3ccccc32)cc1	0%
O=c1ccc2ccc(O)c(O)c2o1	-4%
Cc1noc(C)c1S(=O)(=O)N(Cc1ccccc1)C(C)C	5%[57.5 µM]
Cc1cc2ccccn2c1C(=O)c1ccc(NN)c([N+](=O)[O-])c1	25µM*
COc1ccc(N2CCN(C(c3cc(OC)ccc3OC)c3nnnn3CC3CCCO3)CC2)cc1 (stereo not drawn)	?
Cc1nn(CC(=O)NCCCc2ccccc2)c(C)c1[N+](=O)[O-]	-6%
CC#CC[N+](C)(CC#CC)CC(=O)c1ccccc1	-2%
COc1cc(CNCc2ccccn2)ccc1OCC(=O)NC1CCCCC1	7%
Cc1c(-n2c(SCC(=O)O)nnc2-c2ccccc2Br)c(=O)n(-c2ccccc2)n1C	-8%[57.5 µM]

Gathered by group, the compounds so far with four or more nitrogen atoms
SMILES	ERK EGF inh
COc1cccc(C(=O)C2CCCN(Cc3ccc(OC)c(Cn4cncn4)c3)C2)c1 (stereo not drawn)	-1%[57.5 µM]
Cc1cc2ccccn2c1C(=O)c1ccc(NN)c([N+](=O)[O-])c1	25µM*
COc1ccc(N2CCN(C(c3cc(OC)ccc3OC)c3nnnn3CC3CCCO3)CC2)cc1 (stereo not drawn)	?
Cc1nn(CC(=O)NCCCc2ccccc2)c(C)c1[N+](=O)[O-]	-6%
Cc1c(-n2c(SCC(=O)O)nnc2-c2ccccc2Br)c(=O)n(-c2ccccc2)n1C	-8%[57.5 µM]

Continuation.
SMILES	ERK EGF inh
CCc1cc(-c2n[nH]c(=S)n2CC(C)C)cs1	4%
O=C(/C=C/c1ccc(F)cc1)NCC1(c2ccccc2)CCOCC1	-5%
CC(=O)N1C(=O)N(C(C)=O)C2C1N(C)C(=O)N2C(C)=O (stereo not drawn)	14%
Cc1ccc(Cl)cc1N(CC(=O)NCc1ccc2c(c1)OCO2)S(C)(=O)=O	11%
CCOc1ccc2[nH]c3c(NCCc4ccc(OC)c(OC)c4)ncnc3c2c1	-6%[57.5 µM]
CC1(NC(=S)N(CCO)CCO)CCS(=O)(=O)C1 (stereo not drawn)	4%
COc1ccc(C=NCC2OCCc3ccccc32)cc1OC (stereo not drawn)	1%
COCCN(CC(=O)NC1CCCCC1)C(=O)/C=C/C(=O)c1ccc(OC)cc1O	-6%
CCOCCc1c(O)nc(SCC)[nH]c1=O	-4%[57.5 µM]
Cc1nc2ccccc2c(-c2ccccc2)c1CC(=O)O	-3%
O=C(CCN1CCN(c2ccccc2)CC1)NNC(=S)Nc1ccccc1Cl	-4%
Cc1cccc(C)c1OCC(O)CN(Cc1ccccc1O)C1CCCCC1 (stereo not drawn)	-6%
C=CCOC(=O)C1=C[C@@H](c2csc3ccccc23)C[C@@H](OCc2ccc(CO)cc2)O1	-21%[57.5 µM]
CCN(CC)C(=O)Oc1cc(=O)n2c3c(cccc13)CCC2	-8%
O=C(Nc1cccc(S(=O)(=O)N2CCCCC2)c1)c1ccccn1	14%
COc1cc(C(=O)Nc2cccc(S(=O)(=O)N3CCCC3)c2)cc(OC)c1C	-11%[57.5 µM]
Cc1ccc(/C(N)=N/OC(=O)CSc2ccccc2)cc1	2%
O=C(CSc1nc2ccccc2o1)N1c2ccccc2Sc2ccc(C(F)(F)F)cc21	5%
O=C1NCC(=O)N(Cc2ccccc2)/C1=C/c1ccccc1	0%
NNc1nc2ccccc2nc1C(F)(F)F	-4%
Cc1ccc(OC(C)C(=O)N(Cc2cccs2)C2CCS(=O)(=O)C2)cc1C (stereo not drawn)	-8%[57.5 µM]
COc1ccc(C(=O)[C@H]2[C@H]3C(=O)N(c4ccc(C)cc4)C(=O)[C@H]3C3C=CC=NN32)cc1 (stereo partly drawn)	-4%[57.5 µM]
Cc1ccc(CCNC(=O)CN(C)S(=O)(=O)c2ccc3c(c2)n(C)c(=O)c(=O)n3C)cc1	-5%[57.5 µM]
CN(C)C(=O)C1CCC(=O)N1Cc1cccs1 (stereo not drawn)	-13%
CN1CCN(c2ncnc3sc(-c4ccccc4)cc23)CC1	?
CC(CCc1ccccc1)NC(=O)C(=O)NCc1ccccc1 (stereo not drawn)	-6%
CCCn1c(SCC(=O)NC2CCCCC2)nnc1-c1ccccn1	2%
Cc1cc(C)nc(NS(=O)(=O)c2ccc(N/C=C\C(=O)c3cccs3)cc2)n1	2%
O=C1CS/C(=N/N=C/c2cccs2)N1Cc1ccc(F)cc1	16%[57.5 µM]
CN(c1ccccc1)c1ccc(/C=C(\CCC(=O)O)c2nc3ccccc3s2)cc1[N+](=O)[O-]	1%
CC(=O)c1ccc2c(c1)OCCOCCOc1ccc(C(C)=O)cc1OCCOCCO2	-4%[57.5 µM]
O=C(NNC(=O)c1cnccc1C(F)(F)F)c1cccc(Cl)c1	-12%[57.5 µM]
C=CCOC(=O)C1=C[C@H](c2coc3ccccc3c2=O)C[C@H](OCc2ccc(CO)cc2)O1	-21%[57.5 µM]
Cc1nc(Cl)sc1C(=O)Nc1cccc(Cl)c1C	3%
N/C(=N\OS(=O)(=O)c1ccccc1)c1ccccn1	5%
CN(C)c1ccc(P(=O)(OC2CCCCC2)C(Nc2ccccc2)c2cccnc2)cc1 (stereo not drawn)	5%[57.5 µM]
Cc1nnsc1C(=O)NC(=O)Nc1ccc(F)c(Cl)c1	-3%[57.5 µM]
O=C(Nc1nc2ccsc2c(=O)s1)c1ccco1	8%[57.5 µM]
O=C(O)c1[nH]c2ccc(Cl)cc2c1CCN1C(=O)c2ccccc2C1=O	9%[57.5 µM]
O=c1cc(-c2ccc(O)c(O)c2)oc2cc(OC3OC(CO)C(O)C(O)C3O)cc(O)c12 (stereo not drawn)	3%

Single entries from the results shown.
`CCc1ccc(OC2=NS(=O)(=O)c3ccccc32)cc1` in ERK EGF inh = 0%
`O=C(CSc1nc2ccccc2o1)N1c2ccccc2Sc2ccc(C(F)(F)F)cc21` in ERK EGF inh = 5%

Next records.
SMILES	ERK EGF inh
CC(C)(C)[Si](C)(C)c1c2c(nc3ccc(OCc4ccccc4)cc13)-c1cccc(=O)n1C2	8%
O=C(CSc1nc(-c2cccs2)cc(C(F)(F)F)n1)NCCCN1CCOCC1	-4%
CC(C)C(=O)Nc1ccc(C(=O)NCc2cccnc2)cc1	4%
O=C(CN1C(=O)S/C(=C\c2ccc(F)cc2)C1=O)Nc1cccc(S(=O)(=O)NCc2ccco2)c1	25%
C#CCN1C(C)=C(C(=O)OC)C(c2cccc([N+](=O)[O-])c2)C(C(=O)OCC)=C1C (stereo not drawn)	18%
Cc1onc(-c2ccccc2Cl)c1C(=O)Nc1sc2c(c1C(N)=O)CCC(C)C2 (stereo not drawn)	15%
CC1CCN(c2c(NCC3CCC(C(=O)NCc4ccc(F)cc4)CC3)c(=O)c2=O)CC1 (stereo not drawn)	5%[57.5 µM]
O=C(COC(=O)CCOc1ccccc1)NCCC1=CCCCC1	-7%
Cn1c(CNc2nc(-c3ccccc3)cs2)nnc1SCC(=O)OC1CCCCC1	4%
CC1O[C@@H](O[C@@H]2C(O)C[C@H](O[C@@H]3C(O)C[C@@H](OC4CC[C@@]5(C)C6CC(O)[C@@]7(C)C(C8=CC(=O)OC8)CC[C@@]7(O)C6CC[C@@H]5C4)OC3C)OC2C)CC(O)[C@H]1O (stereo partly drawn)	27%
CCOC(=O)C1=C(C)Nc2nc(C)nn2C1c1cc(OC)ccc1OC (stereo not drawn)	1%
O=C(O)CC/C=C\CC[C@H]1[C@@H](N2CCCCC2)[C@@H](O)C[C@@H]1OCc1ccc(-c2ccccc2)cc1	-3%
CCCCn1nnnc1NCc1cc(Cl)c(OC)c(OC)c1	-4%
CCC(=O)Nc1ccccc1C(=O)OC(c1ccccc1)c1ccccc1	-1%
O=C(O)CCCCCn1c(SCc2cc(=O)n3ccccc3n2)nc2ccsc2c1=O	9%
CC1CCC2(OC1)OC1CC3C4CCC5CC(O)CCC5(C)C4=CCC3(C)C1C2C (stereo not drawn)	2%
O=C(COc1ncnc2ccccc12)NCCc1ccc(F)cc1	6%
COc1ccc(-c2ccnc(SCC(=O)c3ccc(OC)c(OC)c3)n2)cc1	-3%
CCc1cccc(NC(=O)Nc2ccc3c(c2)OCO3)c1	-12%
C=C(C)C1CC=C(C)/C(=N/NC(=O)COc2cccc3ccccc23)C1 (stereo not drawn)	-4%

ERK EGF inh: entries above that show a hit
SMILES	ERK EGF inh
Cc1cc2ccccn2c1C(=O)c1ccc(NN)c([N+](=O)[O-])c1	25µM*

The list continues:
SMILES	ERK EGF inh
COc1cc(OC)cc(-n2nnnc2SCC(=O)NCCc2ccc(OC)c(OC)c2)c1	9%
Cc1ccc(C(=O)c2ccc(C)cc2)cc1	29%
COC(=O)C1=C(C)Nc2[nH]c(=S)[nH]c(=O)c2C1c1ccc(OC)cc1 (stereo not drawn)	5%
CCC(c1nc2ccccc2c(=O)n1-c1nc2ccccc2s1)N1C(=O)c2ccccc2C1=O (stereo not drawn)	-1%
CCOC(=O)c1cc(-c2csc(-c3ccc(C(C)(C)C)cc3)n2)on1	-1%[57.5 µM]
COc1ccc(-c2cn(-c3ccc(C)cc3C)c(=O)[nH]2)cc1OC	-8%
Cc1ccc(CN2CCN(/N=C/c3ccc(C(=O)O)cc3)CC2)cc1	10%
S=C1COC(c2ccccc2)N1c1ccccc1 (stereo not drawn)	-2%
Cc1ccc(OCCCC(=O)Nc2nnc(C3CCCO3)s2)c(C)c1 (stereo not drawn)	7%
CCCn1c(-c2ccc(F)cc2)nc2c(NCCCN(C)C)nc(C)nc21	-3%
CC(C)C1NC(=S)N(C2CCCCC2)C1=O (stereo not drawn)	-1%
CCCC1OC2CC3C4CCC5=CC(=O)C=CC5(C)C4C(O)CC3(C)[C@]2(C(=O)CO)O1 (stereo partly drawn)	-1%
COc1ccc(-c2nc(-c3ccccn3)no2)cc1	4%
O=C(CCCCCCCCCCC(=O)NCc1cccnc1)NCc1cccnc1	-26%[57.5 µM]
CNC(=O)COC(=O)c1cc(-c2ccccc2)nn1-c1ccccc1	-6%
O=C(CN1CCCCC1)N1CCCc2c1c(=O)oc1ccc(OCc3ccccc3)cc21	5%
CCn1ccnc1CN1CCN(CC=C(C)C)C(CCO)C1 (stereo not drawn)	1%
COc1ccccc1/C=C/C(=O)NCC(=O)N/N=C/c1ccc2c(c1)OCO2	10%
CCNC(=O)COC(=O)c1cc(S(=O)(=O)N2CCCCC2)ccc1C	4%[57.5 µM]
Cc1ccc2nc(NC(=O)COC(=O)c3ccccn3)sc2c1	7%

Quoted at random: seven entries already listed, in no set order.
SMILES	ERK EGF inh
S=C1COC(c2ccccc2)N1c1ccccc1 (stereo not drawn)	-2%
O=C(Nc1cccc(S(=O)(=O)N2CCCCC2)c1)c1ccccn1	14%
CC(C)C(=O)Nc1ccc(C(=O)NCc2cccnc2)cc1	4%
COc1ccc(-c2nc(-c3ccccn3)no2)cc1	4%
O=C1CS/C(=N/N=C/c2cccs2)N1Cc1ccc(F)cc1	16%[57.5 µM]
CC1(NC(=S)N(CCO)CCO)CCS(=O)(=O)C1 (stereo not drawn)	4%
Cc1cccc(C)c1OCC(O)CN(Cc1ccccc1O)C1CCCCC1 (stereo not drawn)	-6%

Next section
SMILES	ERK EGF inh
CC(C)(C)S(=O)(=O)Cc1nc(-c2ccc(Cl)c(Cl)c2)cs1	-2%[57.5 µM]
O=C(O)CCC(=O)Nc1ccc(/C=C/C(=O)C2CC2)cc1	-17%
Cc1cc(S(=O)(=O)NCc2ccccc2)ccc1OCC(=O)Nc1cccc([N+](=O)[O-])c1	5%
O=C(COC(=O)CCN1C(=O)c2cccc([N+](=O)[O-])c2C1=O)NC1CCS(=O)(=O)C1 (stereo not drawn)	-2%
O=C(CSc1cccc[n+]1[O-])c1ccc(Cl)s1	-6%
Cn1c(NC(=O)c2cccc(C(F)(F)F)c2)cc(=O)n(C)c1=O	-12%
Cn1cccc1CC(=O)NNC(=O)Nc1ccc(Cl)cc1	16%
COc1ccccc1CCNC(=O)c1cnn2c(C(F)F)cc(C)nc12	1%
N=C1C(c2ccccc2)=C(O)CN1c1cccc(S(N)(=O)=O)c1	4%
CN(C)CCNc1ccc(Cl)cc1[N+](=O)[O-]	6%
CC(=O)c1cc(C(c2csc(C(C)=O)c2)c2csc(C(C)=O)c2)cs1	6%
COc1cccc(-n2cnc3sc(C)c(C)c3c2=O)c1	10%
COc1ccc(-c2c(C#N)c(N)n(N)c(=O)c2C#N)cc1Cl	7%
Cc1ccc(N2CC(=O)Nc3c(oc4nc(-c5ccccc5)cc(C)c34)C2=O)cc1	10%[57.5 µM]
O=C(N/N=C/c1ccc(OC(F)F)cc1)c1cccc(S(=O)(=O)N2CCOCC2)c1	15%
CC(=O)N(c1ccccc1)C(C)c1nc(C#N)c(C#N)nc1C (stereo not drawn)	-11%

High-throughput results from PubChem.
